# OX1R antag-1 – blocks the human orexin 1 receptor | O43613 | AID 434989 | 330,000 compounds, 0.43% hits | CHO/OX1R cells, Fluo-8 calcium fluorescence, orexin A | inhibition, % at 5 µM;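 active = inhibition above its plate's threshold, mean inhibition of all tested compounds on the plate plus 3 SD, cut at about 37% in these data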;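 also: 0% = orexin A challenge wells and 100% = SB-334867-A antagonist wells; not every result past the cut was called active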
# Target sequence (O43613 whole entry, looked up): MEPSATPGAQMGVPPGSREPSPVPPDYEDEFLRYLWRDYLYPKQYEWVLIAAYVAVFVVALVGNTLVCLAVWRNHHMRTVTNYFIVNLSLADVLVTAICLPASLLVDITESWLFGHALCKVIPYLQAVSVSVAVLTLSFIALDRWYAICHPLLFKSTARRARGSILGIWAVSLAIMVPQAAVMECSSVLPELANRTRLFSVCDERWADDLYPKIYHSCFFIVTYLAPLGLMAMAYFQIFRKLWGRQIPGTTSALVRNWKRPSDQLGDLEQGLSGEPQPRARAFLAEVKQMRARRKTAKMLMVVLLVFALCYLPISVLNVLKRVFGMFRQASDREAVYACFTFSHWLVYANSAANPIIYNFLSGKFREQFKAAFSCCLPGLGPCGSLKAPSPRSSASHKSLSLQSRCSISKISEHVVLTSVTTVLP
# OX1R antag-2 – blocks the human orexin 1 receptor. O43613. AID 485270. 330,000 compounds, 1.8% hits. OX1R-expressing cells, FRET antagonist read-out. inhibition, % at 6.6 µM; in the data active = inhibition mostly above about 38%, no sharp cut-off; inactive = mostly below about 40%;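 also: 0% = agonist challenge alone and 100% = reference antagonist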
# Active calls of the source: *; & = joins results of further samples.
SMILES,OX1R antag-1,OX1R antag-2
O=c1c2ccccc2c(/C=N/c2n[nH]c(CCCO)n2)c(O)n1-c1ccccc1Cl,-5,10
COc1ccc(N2CCN(C(=O)COC(=O)c3cccc(S(=O)(=O)Nc4cccc(C)c4)c3)CC2)cc1,6,19
Cc1ccc(-n2c(=O)[nH]c3c(C(N)=O)nc(C(C)C)nc32)cc1,-19,-2
CCC(CC)C(=O)Nc1ccc(Nc2ccccc2)cc1,4,9
Cc1ncc(CC(=O)n2cc(C(=O)c3cc(Cl)ccc3O)cn2)s1,0,10
CCOC(=O)C1CCCN(c2cc(C)nc3cc(-c4ccc(Cl)cc4)nn23)C1 (stereo unspecified),-34,30
Cc1ccc(CN(C)C(=O)c2cc(Br)c(Br)s2)o1,-26,9
CCN(CC(=O)NCc1ccc(F)cc1)C(=O)/C=C/c1ccc(OC)cc1,-28,11
Cc1nn(CCCC(=O)NCc2ccccc2Cl)c(=O)c2nccn12,-15,14
Cc1ccc(-c2nnc(N3CCCCC3)c3ccccc23)cc1,-36,20
COCCNC(=O)CN1C(=O)/C(=C/c2ccccc2)Oc2ccc(C(C)(C)C)cc21,-54,7
Cc1ccc(CCNC(=O)C2CCC(=O)N(CC3CCCCC3)C2)cc1 (stereo unspecified),-37,39
CCC(=O)c1cn([C@H](CCC(OC)OC)CC(=O)OC(C)(C)C)cc1CC,-28,36
COc1cc(CN2CCNC(=O)C2CC(=O)NCCc2ncccc2C)cc(OC)c1 (stereo unspecified),-11,16
Cc1cc(C)c2c(CN3CCOCC3)cc(=O)oc2c1C,-12,2
O=C(CSc1ccccn1)N1CCN(c2ccc(Cl)cc2)CC1,-7,-1
NC(=O)C1(N2CCCCC2)CCN(c2nc(-c3ccc(Br)cc3)cs2)CC1,-5,7
O=C(O)c1cccc(NS(=O)(=O)c2cccc3cccnc23)c1,4,14
O=C(c1ccccc1C(=O)N1CCN(c2ccccc2F)CC1)N1CCN(c2ccccc2F)CC1,-36,8
CCOc1ccc(NC(=S)N(CCc2c(C)[nH]c3ccccc23)Cc2cccnc2)cc1,-27,15
COc1ccccc1Nc1nc(C)cc(C)n1,-12,-7
CC(OC(=O)CN1C(=O)c2ccccc2C1=O)C(=O)NC1CCCC1 (stereo unspecified),0,9
CSc1nc(NC(C)(C)C)nc(N2CCOCC2)n1,-15,23
O=C(NCC(c1ccc(F)cc1)N1CCOCC1)c1ccc([N+](=O)[O-])o1 (stereo unspecified),9,48*
O=C(O)CSC(C(=O)Nc1ccc(C(F)(F)F)cc1)c1ccccc1 (stereo unspecified),1,15
COc1ccc(N=Nc2cnc(C)nc2-c2ccccc2)cc1,-20,15
COc1ccc(NC(=O)c2ccc3c(c2)CCN3S(=O)(=O)c2ccccc2)cc1,11,-1
COc1cc(Cl)c(C)cc1NC(=O)c1ccc2c(c1)OCO2,-3,21
Cc1cc(-c2ccccc2)n2nc(C)c(-c3ccccc3)c2n1,-9,16
CCN(C(=O)COc1ccc(N(C)S(=O)(=O)c2ccc(NC(C)=O)cc2)cc1)C1CCCCC1,-30,8
O=C(CCCc1nc(-c2ccccc2Cl)no1)N1CCOCC1,-31,8
COc1ccc(OC)c(N=c2oc3cc(O)ccc3cc2C(N)=O)c1,-8,35
CCN(CC(=O)Nc1ccc2c(c1)OCCO2)C(=O)CN1C(=O)NC(C)(c2ccc(C)cc2)C1=O (stereo unspecified),-25,0
CSc1nc2sc3c(c2c(=O)[nH]1)CCCC3,-18,5
C=CCn1c(SCC(=O)Nc2ccccc2OC)nc2c([nH]c3ccccc32)c1=O,-28,17
CCc1ccc(/C=N/NC(=O)Cc2cccn2C)cc1,-6,8
Cc1cc(C)n2nc(C(=O)NNC(=O)c3ccccc3)nc2n1,-15,22
O=C(c1ccccc1Cl)N1N=C(c2cccs2)CC1c1cccc(O)c1 (stereo unspecified),-2,10
Cc1cc(C)n2nc(C(=O)Nc3ccc4c(c3)OCCO4)nc2n1,4,-5
CCC(=O)N1CCc2cc(S(=O)(=O)CCC(=O)N3CCN(c4ccccc4)CC3)ccc21,-21,18
O=C(Nc1ccc(CN2CCCCC2)cc1)c1cccc(Br)c1,-10,11
COc1ccc(C/C(C)=N/NC(=S)Nc2ccc(Cl)cc2)cc1,-20,23
CCN1C(=O)C(O)(CC(=O)c2c(C)coc2C)c2ccccc21 (stereo unspecified),-10,14
CCN(CC)C(=O)C1=C(C)Nc2ncnn2C1c1cccnc1 (stereo unspecified),-8,10
CC(c1ccccc1)N1CC(C(=O)O)CC1=O (stereo unspecified),-16,10
COc1cccc(NC(=S)N/N=C2\CC(C)(C)Oc3ccc(O)cc32)c1,-28,11
COC(=O)c1ccc(NC(=O)CNc2ccccc2)cc1,-8,2
Cc1c(CCC(=O)O)c(=O)oc2c(C)c(OCc3cc4c(cc3Cl)OCO4)ccc12,-9,17
CC(=O)c1c(-c2ccccc2)c2cc(Cl)ccc2n(C)c1=O,-17,30
CSc1ccc(C2Nc3ccccc3-c3cc(C)nn32)cc1 (stereo unspecified),-27,20
COc1cccc(CN(C(=O)c2ccc([N+](=O)[O-])cc2)C2CCS(=O)(=O)C2)c1 (stereo unspecified),7,15
Cc1nc2scc(-c3cccs3)c2c(=O)o1,-9,20
COc1ccc(N(C(=O)c2ccc(Br)o2)C2C=CS(=O)(=O)C2)c(OC)c1 (stereo unspecified),-1,10
ONC(=Nc1ccc(Cl)cc1)c1ccccc1,4,10
Clc1ccc(-c2nnc(-c3ccco3)nc2N2CCCCC2)cc1,-18,8
C[C@@H]1CN(S(=O)(=O)c2c(F)cccc2F)CCN1S(=O)(=O)c1ccc2c(c1)OCCO2,1,11
O=C(Nc1c(Cl)ccc2nsnc12)c1ccco1,-7,42
CCOc1ccc(NC(=O)CN(C)Cc2ccc3c(c2)OCO3)cc1S(=O)(=O)N1CCCC1,-8,10
Cc1nc(N)sc1-c1nnc(SCC(=O)Nc2ccccc2C(F)(F)F)n1C,22,5
C[C@@H]1NC(=O)OC1c1ccco1 (stereo partly specified),0,5

# Next records.
SMILES,OX1R antag-1,OX1R antag-2
C=CCn1c(SCC(=O)Nc2ccccc2F)nnc1C(C)NC(=O)c1ccccc1F (stereo unspecified),-14,-3
Cc1ccc(S(=O)(=O)N2CCN(C(=O)COC(=O)/C=C/c3ccccc3F)CC2)c(C)c1,-20,7
COc1ccc(C)cc1S(=O)(=O)N(C)CC(=O)Nc1ccc2c(c1)OCO2,-12,2
CCOC(=O)c1c(CN2CCCCC2)oc2ccc(O)cc12,-18,17
Cc1ccc(CS(=O)Cc2ccc(C(=O)NC3CCC(C)CC3)o2)cc1 (stereo unspecified),-32,12
CC(=O)C1[C@H](N(C)C)CC2C3CC=C4CC(O)CC[C@]4(C)C3CC[C@@]21C (stereo partly specified),-19,-8
O=C(NC1CC1)C1=C[C@@H](c2ccc(C(F)(F)F)cc2)C[C@@H](OCCCCO)O1,-16,10
CN(C)CCCN1c2ccc([N+](=O)[O-])cc2CCc2cc([N+](=O)[O-])ccc21,-17,27
O=C(COC(=O)/C=C/c1ccccc1)Nc1ccc2c(c1)OCCO2,-8,-1
COc1c(C)cc(C(=O)C2CCCN(C(=O)c3cccc(-n4cccn4)c3)C2)cc1C (stereo unspecified),-8,89*
CCn1nnc(NC(=O)c2ccco2)n1,-1,11
O=C(CNC(=S)N(Cc1ccccc1)Cc1cccnc1)NC1CC1,-5,5
O=C(Nc1nc2c(F)cc(F)cc2s1)c1ccccn1,12,9
COC(=O)c1ccc(N=C2SCC(=O)N2C)cc1,-5,2
O=C(NCCC1=CCCCC1)c1ccc(F)c(S(=O)(=O)N2CCOCC2)c1,-22,14
COc1ccccc1-c1c(C(F)(F)F)oc2cc(OCC(=O)Nc3cc(C)ccc3C)ccc2c1=O,-2,5
FC(F)(F)c1cnc(N2CCC(=NOCc3ccc(Cl)cc3)CC2)c(Cl)c1,5,1
Oc1ccc(-c2nc3ncccn3c2Nc2ccc3c(c2)OCO3)cc1,-24,17
CS(=O)(=O)N(CCc1ccccc1)CC(=O)NCc1ccc(Cl)cc1,-24,24
O=C(NCC1COc2ccccc2O1)C1CCN(S(=O)(=O)c2ccccc2)CC1 (stereo unspecified),-10,5

# In the list so far, these have a furan ring, fused or not.
SMILES,OX1R antag-1,OX1R antag-2
Cc1ccc(CN(C)C(=O)c2cc(Br)c(Br)s2)o1,-26,9
O=C(NCC(c1ccc(F)cc1)N1CCOCC1)c1ccc([N+](=O)[O-])o1 (stereo unspecified),9,48*
CCN1C(=O)C(O)(CC(=O)c2c(C)coc2C)c2ccccc21 (stereo unspecified),-10,14
COc1ccc(N(C(=O)c2ccc(Br)o2)C2C=CS(=O)(=O)C2)c(OC)c1 (stereo unspecified),-1,10
Clc1ccc(-c2nnc(-c3ccco3)nc2N2CCCCC2)cc1,-18,8
O=C(Nc1c(Cl)ccc2nsnc12)c1ccco1,-7,42
C[C@@H]1NC(=O)OC1c1ccco1 (stereo partly specified),0,5
CCOC(=O)c1c(CN2CCCCC2)oc2ccc(O)cc12,-18,17
Cc1ccc(CS(=O)Cc2ccc(C(=O)NC3CCC(C)CC3)o2)cc1 (stereo unspecified),-32,12
CCn1nnc(NC(=O)c2ccco2)n1,-1,11

# (continued)
SMILES,OX1R antag-1,OX1R antag-2
O=C(Nc1cccc(S(=O)(=O)c2cccc(NC(=O)c3ccco3)c2)c1)c1ccco1,-12,21
Cc1cc(C)c(C)c(S(=O)(=O)N2CCN(C)CC2)c1C,-22,6
CN(C)CCCN(C(=O)c1ccc(S(=O)(=O)N2CCc3ccccc32)cc1)c1nc2ccc(Cl)cc2s1,2,9
CC1CN(C(=S)SCC(=O)c2ccccc2)CC(C)O1 (stereo unspecified),-21,3
Fc1ccc(C2c3[nH]c4ccccc4c3CCN2CCCn2cccn2)cc1 (stereo unspecified),-35,24
CCN(CC)C(=S)SC1=CCS(=O)(=O)C1,4,9
O=[N+]([O-])c1ccc(C2=CSC3=NCCN23)cc1,0,47*
CC(C)c1onc(C(=O)N2CCOCC2)c1[N+](=O)[O-],-6,8
O=C(Nc1ccccc1C(=O)Nc1ccncc1)c1ccc([N+](=O)[O-])cc1,-10,16
CC(C)(C)OC(=O)C[C@H]1C/C=C\C[C@@H](CC(=O)N(CCO)Cc2ccccc2)C(=O)N[C@@H](Cc2ccccc2)COC1=O,-21,9
C=CCNC(=O)c1onc(CSc2ccccc2)c1C(=O)NCC=C,-6,10
c1ccc(-c2nc3ccccc3s2)nc1,6&-23,12&9
Cc1ccc(-n2nc3c(=O)n(CCCC(=O)NCc4ccco4)nc(C)c3c2C)cc1,-29,26
Cc1cc(C(=O)N2CC(C)CC(C)C2)c(C)o1 (stereo unspecified),-4,-1
CCCCC1CCC(C(=O)Nc2ccc(N3CCOCC3)cc2N2CCOCC2)CC1 (stereo unspecified),-15,-7
OCCCNc1ncnc2c1cnn2-c1ccc(Cl)cc1,-7,0
CCCOn1c(OCC(C)C)nc2ccccc2c1=O,-10,4
C/C(CC(=O)Nc1cccc2c1CCCC2)=N\NC(=O)c1cccc2ccccc12,-17,19
COc1cc(C(=O)N2CCCCC2)ccc1OCC(=O)Nc1ccc(F)cc1,-18,13
CCCN1CCC(=O)N([C@H](CSc2ccccc2)Cc2ccccc2)CC1,-19,25
O=C(Nc1ccc(F)cc1F)c1cc(-c2ccco2)on1,-21,4
O=C(O)[C@@H]1CCCN1S(=O)(=O)c1cccc(S(=O)(=O)N2CCC[C@H]2C(=O)O)c1,-15,12
CC(SC1=NCCN1S(=O)(=O)c1ccccc1)c1ccccc1 (stereo unspecified),-10,8
CC1(C)CC(=O)c2cc(OCC(=O)NCC3CCCO3)ccc2O1 (stereo unspecified),1,10
CCN(CC)c1ccc(N2C(=O)/C(=C/c3ccccn3)SC2=S)cc1,-6,12
O=C1CS(=O)(=O)N(Cc2ccccc2F)c2ccc(Br)cc21,1,17
CCc1nnc(NS(=O)(=O)c2ccc(NC(=O)c3ccc(Cl)cc3)cc2)s1,-7,11
COc1ccccc1C(=O)N/N=C/c1ccc2c(c1)OCO2,-9,17
O=C(COc1ccccc1[N+](=O)[O-])NCC1COc2ccccc2O1 (stereo unspecified),-8,18
CCc1noc(C)c1C(=O)Nc1nc(-c2ccc(NC(C)=O)cc2)cs1,-1,58*
CC1CCCC(NC(=O)CCNC(=O)c2ccc(Br)cc2)C1C (stereo unspecified),-20,18
Cc1ccc(NC(=O)CSCc2ccco2)cc1,-9,8
COc1ccc(NC(=O)N2CCc3ccccc3C2)cc1OC,-10,4
COc1cc(NC(=O)CSc2nnc(C)s2)cc(OC)c1OC,-13,23
O=C1CSC(c2cccnc2)N1C1CCCCC1 (stereo unspecified),-3,3
Cc1nn(-c2cccc(Cl)c2)c2c1C(c1cccnc1)C(C#N)=C(N)O2 (stereo unspecified),-12,23
CCOC(=O)C(=Cc1ccc(OCc2ccc([N+](=O)[O-])cc2)c(OC)c1)C(=O)OCC,-16,19
Cc1ccc(C(=O)CSc2nnc(COc3cccc4cccnc34)o2)cc1,-23,12
COCCn1c(SCC(=O)NC2CCCC2)nc2c(c1=O)SCC2,-3,9
COc1ccc(N2CCN(CC(=O)Nc3ccc(C)cc3)CC2)cc1,11,20
CCOC(=O)N1CCC(NC(=O)c2cc(C)c3c(C)nn(-c4ccccc4)c3n2)CC1,-17,7
CN(C)c1ccc(C(CNS(=O)(=O)c2ccc([N+](=O)[O-])cc2)N2CCOCC2)cc1 (stereo unspecified),-30,28
O=C(/C=C/c1ccc(S(=O)(=O)N2CCOCC2)cc1)NCc1ccccc1Cl,-17,11

# Screening results: PubChem BioAssay, The Scripps Research Institute Molecular Screening Center
